Screens from PubChem.
TRPC6 inhibitor: inhibitors of mouse TRPC6 channel; Q61143; HEK293-TRPC6, membrane potential dye, ACh-evoked depolarization; active compounds read low; 1.1% of 310,000 active; B-score at 10 µM;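 active = B-score under library mean minus 3 SD, initial fluorescence not abnormally high, positive integrated signal ratio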;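 note: B-score derived from integrated fluorescence ratio over the kinetic read; more negative B-score means stronger inhibition of depolarization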
TRPC6 act: mouse TRPC6 channel activation; Q61143; HEK293-TRPC6 membrane potential dye fluorescence; active compounds read high; B-score at 10 µM; 0.13% of 310,000 active; AID 2550;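 active = B-score of the integrated fluorescence ratio above library mean plus 3 SD, and starting fluorescence ratio within library mean plus 5 SD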;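 note: higher score means more depolarization so channel activation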
MrgX1 agonist: activates human MrgX1 receptor signaling | 0.44% of 310,000 active | AID 588627 | Q96LB2 | MrgX1-HEK293 cells, Fluo-4 calcium fluorescence, agonist mode; active compounds read high | B-score at 10 µM;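 active = calcium response B-score plate-corrected fluorescence ratio at least 3 library SD, with starting fluorescence B-score inside 5 SD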
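Material – MrgX1-expressing HEK293 cells · Input – 15,000 cells seeded per well · Dosing – compound as first of three additions · Times – overnight seeding, then 1 h dark dye loading · Measured by – kinetic Fluo-4 NW fluorescence of intracellular calcium · Read-out – B-scored fluorescence response ratio · Benchmarks – positive and negative control wells on each plate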
RGS4 block: human RGS4 inhibition; AID 463165; 0.45% of 310,000 active; HEK293 M3R/RGS4 inducible, Fluo-4 calcium flux; active compounds read high; triggered by carbachol at its EC20; P49798; B-score at 10 µM;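 active = B-score, a plate-corrected calcium signal, over three deviations above library mean, with baseline fluorescence within five deviations of library mean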;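 note: RGS4 expression induced by doxycycline in cells with stable M3 receptor; B-score is computed from the integrated fluorescence ratio over baseline after carbachol; higher B-score means a larger calcium signal and so more RGS4 inhibition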
ANO1 block: mouse TMEM16A channel inhibition, primary screen; Q8BHY3; HEK293 TMEM16A/YFP iodide influx fluorescence, ionomycin; normalized B-score (activity score, 25-100; higher = stronger inhibition) at 10 µM; 1.2% of 310,000 active; AID 588511;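 active = ratio plate-corrected score three or more library SD toward inhibition, starting fluorescence score within five deviations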;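 note: score derived from kinetic fluorescence span divided by baseline fluorescence per well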
TMEM16A act: activates or potentiates the mouse TMEM16A chloride channel | 0.3% of 340,000 active | Q8BHY3 | B-score at 10 µM | HEK293 TMEM16A/YFP-H148Q/I152L, iodide quench fluorescence; active compounds read low;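 active = fluorescence-ratio B-score plate-corrected deviation score at least 3 library SD below zero, with starting fluorescence score within 5 deviations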;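 note: channel opened by trigger with iodide after compound preincubation; score built on the fluorescence ratio of max minus min over baseline; more negative score means more quench and so TMEM16A activation or potentiation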
MrgX1 allo act: human MrgX1 positive allosteric modulation, primary screen | Q96LB2 | MrgX1-HEK293, Fluo-4 calcium flux, FDSS; active compounds read high | B-score at 10 µM | 0.63% of 310,000 active;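 active = plate-corrected calcium response at least 3 library SD above typical, normal starting fluorescence, not activating the receptor alone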;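 note: compound read alongside a low EC10 to EC30 dose of BAM8-22 agonist; peak minus trough fluorescence over baseline measured at the second addition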
TRPC4 inh: TRPC4 (mouse) channel inhibition | Q9QUQ5 | HEK293 TRPC4beta/mu-opioid, DAMGO-evoked Fluo4 calcium flux; active compounds read low | B-score at 10 µM | 0.39% of 300,000 active | AID 2247;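 active = B-score over 3 SD under the library average, no early fluorescence shift, positive overall ratio signal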
Target sequence (Q9QUQ5 whole entry, looked up): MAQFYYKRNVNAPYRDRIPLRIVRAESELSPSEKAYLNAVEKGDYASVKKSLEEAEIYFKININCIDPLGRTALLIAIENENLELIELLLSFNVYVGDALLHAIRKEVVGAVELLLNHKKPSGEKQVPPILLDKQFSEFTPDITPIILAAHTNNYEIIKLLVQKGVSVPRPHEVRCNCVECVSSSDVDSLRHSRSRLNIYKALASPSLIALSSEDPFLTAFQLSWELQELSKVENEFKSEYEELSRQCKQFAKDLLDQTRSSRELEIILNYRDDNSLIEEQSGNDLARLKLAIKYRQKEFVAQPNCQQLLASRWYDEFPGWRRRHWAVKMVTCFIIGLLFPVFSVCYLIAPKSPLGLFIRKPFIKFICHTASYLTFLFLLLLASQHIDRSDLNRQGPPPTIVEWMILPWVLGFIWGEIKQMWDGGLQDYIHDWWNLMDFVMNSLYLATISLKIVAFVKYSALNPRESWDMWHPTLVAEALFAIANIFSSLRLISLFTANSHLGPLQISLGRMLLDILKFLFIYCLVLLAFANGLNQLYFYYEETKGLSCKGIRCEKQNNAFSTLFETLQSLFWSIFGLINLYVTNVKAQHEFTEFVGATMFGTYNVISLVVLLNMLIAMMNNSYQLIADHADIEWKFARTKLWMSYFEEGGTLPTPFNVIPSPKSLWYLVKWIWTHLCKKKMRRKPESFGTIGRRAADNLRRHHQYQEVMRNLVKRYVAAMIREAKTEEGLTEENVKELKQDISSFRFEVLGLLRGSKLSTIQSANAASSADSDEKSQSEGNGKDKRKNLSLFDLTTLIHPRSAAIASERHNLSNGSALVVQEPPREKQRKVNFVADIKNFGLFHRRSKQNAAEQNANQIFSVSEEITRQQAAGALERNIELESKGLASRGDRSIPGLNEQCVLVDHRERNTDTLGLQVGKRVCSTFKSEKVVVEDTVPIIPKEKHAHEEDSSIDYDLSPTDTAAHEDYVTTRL
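Test system – stable TRPC4beta/mu-opioid receptor HEK293 cells · Probe or stimulus – DAMGO, a submaximal dose followed by a maximal one · Dosing – one concentration per compound · Signal – Fluo4 calcium fluorescence by kinetic imaging, 5 s 1 Hz baseline · Evaluation – per-well B score of integrated baseline-normalized Fluo4 ratio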
TRPC4 PAM: allosteric potentiators of mouse TRPC4 channel; HEK293 TRPC4beta/mu-opioid, DAMGO EC20, Fluo-4 Ca2+ flux; active compounds read high; 0.42% of 310,000 active; B-score at 10 µM; Q9QUQ5;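 active = B-score of calcium response area above 5 SD of library B-scores, with initial fluorescence ratio within 5 SD of library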;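 note: B-score of integrated fluorescence ratio over time as area under calcium response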
TRPC4 agonist: activators of mouse TRPC4 channel. B-score at 10 µM. HEK293 TRPC4beta/mu-opioid, Fluo4 calcium fluorescence; active compounds read high. Q9QUQ5. 0.49% of 310,000 active. AID 2237;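 active = B-score above 5 SD of library B-scores, and initial fluorescence ratio not above library mean plus 5 SD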;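 note: positive B-score marks a calcium rise read as TRPC4 activation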
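Incubation: 45 min room-temperature Fluo4 loading, 110 s read / System: HEK293 cells stably co-expressing mouse TRPC4beta and mu-opioid receptor / Signal: Fluo4 fluorescence, kinetic / Control set: buffer (low) and maximal DAMGO (high) / Measure: integrated baseline-normalised fluorescence ratio, converted to per-well B score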
MrgX1 antag: human MrgX1 receptor antagonism, primary screen; Q96LB2; MRGX1-HEK293 calcium flux, Fluo-4, BAM8-22 antagonism; active compounds read low; B-score at 10 µM; 1.3% of 310,000 active; AID 588676;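 active = calcium-response B-score plate-corrected more than 3 library SD below zero, starting fluorescence within 5 deviations, no agonist response on first addition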;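 note: peak minus trough fluorescence over baseline after final BAM8-22 challenge near maximal dose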
* hit, by the source's call; i = inactive; . = no result given.

Below each compound – TRPC6 inhibitor, TRPC6 act, MrgX1 agonist, RGS4 block, ANO1 block, TMEM16A act, MrgX1 allo act, TRPC4 inh, TRPC4 PAM, TRPC4 agonist, MrgX1 antag
CCC1Oc2ccc(C)cc2N(CC(=O)N(Cc2ccc3c(c2)OCO3)CC2CCCO2)C1=O (configuration not stated)
    i, i, i, i, i, i, i, i, i, i, i
COc1ccc(S(=O)(=O)NCC2CC3C=CC2C3)cc1OC (configuration not stated)
    i, i, i, i, i, i, i, i, i, i, i
O=S(=O)(Cc1ccccc1)NCC1CCCN(Cc2ccc3nonc3c2)C1 (configuration not stated)
    i, i, i, i, i, i, i, i, i, i, i
CCCc1ccc(C(C)NC(=S)NCc2ccc(F)cc2)cc1 (configuration not stated)
    i, i, i, i, i, i, i, i, i, i, i
CC1CCN(C(=O)Cn2c(=O)n(CCc3ccccc3)c(=O)c3ccccc32)CC1
    i, i, i, i, i, i, i, i, i, i, i
Cc1nn(-c2ccc([N+](=O)[O-])cc2)c2c1C(c1cccc(Br)c1)N1C(=N2)C(=O)Nc2ccccc21 (configuration not stated)
    i, i, i, i, i, i, i, i, i, i, -5.83*
Cc1cccc(OCCCCc2c(C)n[nH]c2C)c1C
    i, i, i, i, 100*, i, i, -8*, i, i, i
Cc1ccc2cccc(NC(=S)NC(=O)c3ccnn3C)c2n1
    i, i, i, i, i, i, i, i, i, i, i
Cc1c(OC(C)C(=O)N2C[C@H]3C[C@@H](C2)c2cccc(=O)n2C3)ccc2c3c(c(=O)oc12)CCCC3 (some centres not stated)
    i, i, i, i, i, i, i, i, i, i, i
Cc1ccc(S(=O)(=O)Nc2ccc(Cl)cn2)cc1
    i, i, i, i, i, i, i, i, i, i, i
O=C(c1ccco1)N1CCN(C(=S)Nc2ccccc2Cl)CC1
    i, i, i, i, i, i, i, i, i, i, i
N#CC(C#N)=C/C(C#N)=C(/N)N1CCN(c2ccc(Cl)cc2)CC1
    i, i, i, i, i, i, i, i, i, i, i
COCCN(C(=O)Nc1ccccc1)C(C)c1cccnc1 (configuration not stated)
    i, i, i, i, i, i, i, i, i, i, i
FC(F)(F)c1cccc(CNc2ncccc2-c2nc3cc(Cl)ccc3o2)c1
    i, i, i, i, i, i, i, i, i, i, i
Cc1c(NC(=O)C(C)OC(=O)c2cccs2)c(=O)n(-c2ccccc2)n1C (configuration not stated)
    i, i, i, i, i, i, i, i, i, i, i
COC(CNC(=O)c1ccc(N2CCc3ccccc32)c([N+](=O)[O-])c1)OC
    i, i, i, i, i, i, i, i, i, i, i
Cn1c(=O)cc(NCCc2ccccc2)[nH]c1=O
    i, i, i, i, i, i, i, i, i, i, i
COc1cccc(CNC(=O)C2CCN(S(=O)(=O)c3ccc(F)cc3)CC2)c1
    i, i, ., i, ., i, ., i, i, i, .
CCC(=O)Nc1c2c(nn1-c1ccccc1)CSC2
    i, i, i, i, i, i, i, i, i, i, i
Cc1cc(C(c2cc(C)c(N)c(C)c2)c2ccco2)cc(C)c1N
    i, i, i, i, i, i, i, i, i, i, i
CCCc1nnc(SCC(=O)Nc2nnc(CC)s2)n1CC1CCCO1 (configuration not stated)
    i, i, i, i, i, i, i, i, i, i, i
Cc1cc(CNC(=O)C(C)n2nc(C)c([N+](=O)[O-])c2C)c2ccccc2n1 (configuration not stated)
    i, i, i, i, i, i, i, i, i, i, i
COc1ccc(N/C=C\C(=O)c2ccc3c(c2)OCO3)cc1OC
    i, i, i, i, i, i, i, i, i, i, i
COc1ccc(-n2nc3c(c2NC(=O)C24CC5CC(CC(C5)C2)C4)CS(=O)C3)cc1 (configuration not stated)
    i, i, i, i, i, i, i, i, i, i, i
COc1ccc(NC(=O)CN(c2ccc(F)cc2)S(=O)(=O)c2ccccc2)c(OC)c1
    i, i, i, i, i, i, i, i, i, i, i
COC(=O)c1ccc(Cn2cnc3c(cnn3-c3ccc(C)c(C)c3)c2=O)o1
    i, i, i, i, i, i, i, i, i, i, i
CCOc1ccc(S(=O)(=O)NCCCn2ccnc2)cc1
    i, i, i, i, i, i, i, i, i, i, i
CCCC(C(=O)Nc1ccc(C)c(S(=O)(=O)N2CCOCC2)c1)c1ccccc1 (configuration not stated)
    i, i, i, i, i, i, i, i, i, i, i
O=C(C1CC1)N1CCN(c2nc3ccccc3s2)CC1
    i, i, i, i, i, i, i, i, i, i, i
COc1cc(/C=C/C(=O)Nc2cccc(S(=O)(=O)NC3=NCCCCC3)c2)ccc1OCC#N
    i, i, i, i, i, i, i, i, i, i, i
Cc1ccccc1NC(=O)Oc1cccc(OC(=O)c2ccccc2)c1
    i, i, i, i, i, i, i, i, i, i, i
Cc1ccc(C(N)=Nc2ccccc2)cc1
    i, i, i, i, i, i, i, i, i, i, i
COC(=O)c1ccc(C)c(NC(=O)Cc2ccc([N+](=O)[O-])cc2)c1
    i, i, i, i, i, ., i, i, i, i, i
O=C(CSc1ccc(-c2ccccc2)nn1)c1ccccc1
    i, i, i, i, i, i, i, i, i, i, i
Brc1ccc(N=NNc2ccccc2)cc1
    i, i, i, i, i, i, i, i, i, i, i
O=C(c1ccccc1)N1CCN(C(=O)N2CCCCC2)CC1
    i, i, i, i, i, ., i, i, i, i, i
O=C(NCCSc1ccccc1)c1ccc(CN2CCOCC2)cc1
    i, i, i, i, i, i, i, i, i, i, i
Cn1ncc(Cl)c(Oc2ccc(Cl)cc2)c1=O
    i, i, i, i, i, i, i, i, i, i, i
CCOc1ccc(Cl)cc1S(=O)(=O)n1cnc2cc(C)c(C)cc21
    i, i, i, i, i, i, i, i, i, i, i
COc1cc(/C=C/C(=O)O)cc(S(=O)(=O)NCc2ccc3c(c2)OCO3)c1OC
    i, i, i, i, i, i, i, i, i, i, i
Cc1nn(CC(=O)NC2C(=O)N3C(C(=O)O)=C(CSc4nnnn4C)CSC23)cc1Br (configuration not stated)
    i, i, i, i, i, i, i, i, i, i, i
Cc1cc2c(=O)n(NC(N)=O)c(C)nc2s1
    i, i, i, i, i, i, i, i, i, i, i
Cc1ccccc1NS(=O)(=O)c1nnc(NC(=O)CC(C)C)s1
    i, i, i, i, i, i, i, i, i, i, i
COc1cccc(CNS(=O)(=O)c2cc3c(cc2C)NC(=O)CO3)c1
    i, i, i, i, i, i, i, i, i, i, i
O=C(O)CCSc1nc2ccccc2n1-c1ccccc1
    i, i, i, i, i, i, i, i, i, i, i
COc1ccc(C(=O)O/N=C(\N)c2ccc(Cl)cc2)cc1
    i, i, i, i, i, i, i, i, i, i, i
CCC(=O)Nc1ccc(S(=O)(=O)N2CCN(c3ccc(F)cc3)CC2)cc1
    i, i, i, i, i, i, i, i, i, i, i
Cc1c(C(=O)Nc2ccc(N3CCOCC3)cc2)oc2ccccc12
    i, i, i, i, i, i, i, i, i, i, i
O=C(c1ccc(Br)o1)N1CCN(c2ncccn2)CC1
    i, i, i, i, i, i, i, i, i, i, i
Cc1c(C)c2c(OCC(=O)NCC(C)C)cc3c(c2oc1=O)CCC(C)(C)O3
    i, i, i, i, i, i, i, i, i, i, i
Cc1cc(-c2ccccc2)n(-c2ccccc2)n1
    i, i, i, i, i, i, i, i, i, i, i
COC(=O)CSC1=C(C#N)C(c2ccc(C)cc2)C2=C(CCCC2=O)N1 (configuration not stated)
    i, i, i, i, i, i, i, i, i, i, i
Cc1cc(C)cc(NC(=O)C(OC(=O)c2sccc2C)c2ccccc2)c1 (configuration not stated)
    i, i, i, i, i, i, i, i, i, i, i
COc1ccc(/C=N/NC(=O)c2ccccc2Cl)cc1CSc1nc2ccccc2s1
    i, i, i, i, i, i, i, i, i, i, i
O=C(C[n+]1cccc(CNC(=O)c2ccc(OC(F)F)cc2)c1)Nc1ccccc1Cl
    i, i, i, i, i, i, i, i, i, i, i
CCOC(=O)c1c(NC(=O)Cn2c(C)nc3ccccc32)sc2c1CCC2
    i, i, i, i, i, i, i, i, i, i, i
CCOC(=O)c1sc(NC(=O)c2ccc(S(=O)(=O)N3CCOCC3)cc2)nc1-c1ccccc1
    i, i, i, i, i, i, i, i, i, i, i
COc1ccc(OC)c(S(=O)(=O)n2nc(-c3ccccc3)cc2N)c1
    i, i, i, i, i, i, i, i, i, i, i
COc1ccc(N2C(=O)C(F)(F)C2c2cccc(F)c2)cc1 (configuration not stated)
    i, i, i, i, i, i, i, i, i, i, i
O=C(Cc1ccc(Cl)cc1Cl)Nc1ccncc1
    i, i, i, i, i, i, i, i, i, i, i

Later entries:
Below each compound – TRPC6 inhibitor, TRPC6 act, MrgX1 agonist, RGS4 block, ANO1 block, TMEM16A act, MrgX1 allo act, TRPC4 inh, TRPC4 PAM, TRPC4 agonist, MrgX1 antag
O=C(N/N=C\c1ccc[nH]1)c1cncc(Br)c1
    i, i, i, i, i, i, i, i, i, i, i
COc1ccc(S(=O)(=O)N(CC(=O)Nc2ccc(S(=O)(=O)N3CCOCC3)cc2)Cc2ccc(F)cc2)cc1
    i, i, i, i, i, i, i, i, i, i, i
Fc1ccc(CNC(=S)Nc2ccccc2F)cc1
    i, i, i, i, i, i, i, i, i, i, i
COc1cccc(-c2nnc(NC(=O)c3ccc(S(=O)(=O)N(CC(C)C)CC(C)C)cc3)o2)c1
    ., ., i, ., 100*, i, i, ., ., ., i
CCCCNC(=O)c1ccc(NS(=O)(=O)c2ccc3[nH]c(=O)[nH]c3c2)cc1
    i, i, i, i, i, i, i, i, i, i, i
COc1cc(/C=N/NC(=O)C(=O)N2CCCCCC2)ccc1O
    i, i, i, i, i, i, i, i, i, i, i
Cc1ccc(Cn2c(CCNc3nc(-c4ccc(C)cc4)cs3)nc3cc(C(=O)NCCCO)ccc32)cc1
    i, i, i, i, i, i, i, i, i, i, i
Cc1ccc(S(=O)(=O)n2nnc3ccccc32)c(C)c1C
    i, i, i, i, i, i, i, i, i, i, -4.8*

Rows are unselected. About 5.8% of those tested had a hit in this group.
